# HADH2 inh = blocks human hydroxyacyl-CoA dehydrogenase type II | recombinant HADH2, NADH fluorescence, beta-hydroxybutyryl-CoA | Potency, µM (top dose mostly 57.1 µM), for the others: at the top dose activity change, negative = inhibition, hits mostly inhibitors | Q99714 | 73,000 compounds, 3.4% hits; also: potency is read from the fitted curve at half-maximal effect; % is scaled to controls: 0 for no effect and ±100 for the full control effect; nearly all actives have a fitted effect of over 60% in size; many of its hits are not listed in these tables
# Target sequence (Q99714 whole entry, looked up, one chain of several): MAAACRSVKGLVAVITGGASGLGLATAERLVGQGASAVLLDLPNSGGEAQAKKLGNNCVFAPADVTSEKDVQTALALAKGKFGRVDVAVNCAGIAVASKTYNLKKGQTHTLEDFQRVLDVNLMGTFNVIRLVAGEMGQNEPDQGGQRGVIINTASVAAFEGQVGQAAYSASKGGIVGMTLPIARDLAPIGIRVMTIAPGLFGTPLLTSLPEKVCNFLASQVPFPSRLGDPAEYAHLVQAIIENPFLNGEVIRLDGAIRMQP
#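 Activity measured as NADH fluorescence gain (360/450 nm), taken as the change between first and last reads of a 4-min kinetic run. Conditions: pH 9.0 Tris buffer, 20 nM E. coli-expressed His-tagged enzyme, 1 mM NAD+, 90 uM beta-hydroxybutyryl-CoA; 15-min compound preincubation.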
# CRE-bla Fsk = CRE-bla signaling modulation under forskolin stimulation. CHO CRE-bla reporter (cAMP response element driving beta-lactamase), forskolin EC10, beta-lactamase ratio. AID 662. Potency, µM (doses to about 38.2 µM), for the others: top-dose activity change, negative = inhibition, usual class: activators. 71,000 compounds, 2.5% hits; active = well fitted activation curve with a large enough effect in the signal ratio, with a control signal flat, not every such curve was filed as active; inconclusive = small, poorly fitted or top-dose-only effect, or effect the other way, or a change in a side signal; the % refers to the signal ratio; also: potency is read from the fitted curve at half-maximal effect; % of control where 0% means no effect
#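 Cells were plated overnight at 37 °C, exposed to compound titrations plus EC10 NKH 477 for 3 h, then given CCF4 dye for 2 h at room temperature. Blue/green (460/530 nm) ratio was converted to %Activity and AC50 values calculated.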
# TexasRed autofl = Texas Red region autofluorescence; AID 587; Compound fluorescence, Texas Red channel, 547/618 nm; stronger effect = higher value; 59,000 compounds, 0.06% hits; max dye-equivalent concentration, M; in the data active = max dye-equivalent concentration above about 10 nM; inconclusive = between about 1.1 nM and that limit
#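 Compound titrations in 100 mM Tris pH 8.0 were incubated 15 min at room temperature and read at 547 nm excitation / 618 nm emission. Texas Red six-point standard curve on each plate converted fluorescence to dye-equivalent concentration.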
# HBB splicing = hemoglobin beta splicing modulation. HBB splicing reporter cell assay, activation; EGFP reporter with mutant IVS2-654 intron; response scale: normalised to 500 nM splice-correcting PNA. Potency, µM (series often up to 46.1 µM), for the others: at the highest dose activation, actives largely listed as activators. 65,000 compounds, 0.06% hits. AID 925; also: potency is read from the fitted curve at half-maximal effect; 0% is about no effect
#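 HeLa cells stably expressing EGFP interrupted by mutant beta-globin intron 2 (IVS2-654), 500/well in 2% FCS. Treated with compound for 2 days at 37C. Splicing correction scored as total well GFP intensity (488 nm excitation, 500-520 nm emission); 500 nM antisense PNA served as control.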
# ALOX15 inhib = 15-hLO (ALOX15) enzyme inhibition; AID 887; 74,000 compounds, 1.4% hits; purified 15hLO-1, xylenol orange hydroperoxide absorbance; Potency, µM (series often up to 57.1 µM), for the others: at the top dose activity change, negative = inhibition, usual class: inhibitors; P16050; also: potency is read from the fitted curve at half-maximal effect; % is scaled to controls: 0 for no effect and ±100 for the full control effect; nearly all actives have a fitted effect of over 55% in size
# Target sequence (P16050 whole entry, looked up): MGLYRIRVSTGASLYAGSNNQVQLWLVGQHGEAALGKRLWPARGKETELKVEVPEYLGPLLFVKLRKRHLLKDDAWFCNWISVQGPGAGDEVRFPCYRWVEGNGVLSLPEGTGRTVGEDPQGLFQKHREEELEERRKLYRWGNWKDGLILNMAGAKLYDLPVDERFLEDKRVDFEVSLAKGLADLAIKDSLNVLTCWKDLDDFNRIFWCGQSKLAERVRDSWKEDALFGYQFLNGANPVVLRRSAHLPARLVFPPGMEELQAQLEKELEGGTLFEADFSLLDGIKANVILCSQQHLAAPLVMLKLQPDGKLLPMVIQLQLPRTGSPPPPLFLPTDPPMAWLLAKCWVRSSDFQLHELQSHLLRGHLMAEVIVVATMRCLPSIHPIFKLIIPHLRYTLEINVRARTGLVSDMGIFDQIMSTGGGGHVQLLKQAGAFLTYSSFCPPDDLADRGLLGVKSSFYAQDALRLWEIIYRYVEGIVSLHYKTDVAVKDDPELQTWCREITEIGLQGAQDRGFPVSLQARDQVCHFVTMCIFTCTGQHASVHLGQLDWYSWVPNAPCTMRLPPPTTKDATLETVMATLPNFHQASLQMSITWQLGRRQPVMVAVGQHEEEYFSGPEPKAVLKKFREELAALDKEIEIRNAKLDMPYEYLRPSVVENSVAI
#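 Quantitative HTS in 25 mM Hepes pH 7.5 containing 0.01% Triton X-100: human 15hLO-1 at 40 nM, arachidonic acid at 50 uM, 6 min turnover. Product quantified via ferrous oxidation/xylenol orange, 573:405 nm absorbance ratio.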
# Rhodamine autofl = compound autofluorescence in rhodamine spectral region | max dye-equivalent concentration, M | Rhodamine-region fluorescence, 547/598 nm, Tris buffer; stronger effect = higher value | 59,000 compounds, 0.05% hits; in the data active = max dye-equivalent concentration above about 11 nM; inconclusive = between about 1.1 nM and that limit
#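 Compounds in 100 mM Tris buffer, pH 8.0, were incubated 15 min at room temperature, then read at 547 nm excitation and 598 nm emission. Fluorescence was normalized against a per-plate six-point rhodamine standard curve as dye-equivalent concentration.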
# Hsp90 Hop PPI = changes Hsp90-Hop TPR2A binding signal, up or down; 71,000 compounds, 0.44% hits; AID 595; AlphaScreen TPR2A-His6 binding biotin-Hsp90 C-terminal peptide; Potency, µM (highest dose often 57 µM), for inactives: at the top dose activity change, negative = inhibition; active = well fitted curve in either direction with a large enough effect; inconclusive = small, poorly fitted or top-dose-only effect, or another doubt; also: potency is read from the fitted curve at half-maximal effect; % is scaled to controls: 0 for no effect and ±100 for the full control effect; many of its hits are not listed in these tables
# ERK AVP inh = vasopressin-driven ERK pathway inhibition; HEK293-V1b, vasopressin-stimulated pERK AlphaScreen; Potency, µM (titrated, usually from 57.5 µM), for inactives: at the highest dose activity, negative = inhibition, actives largely listed as inhibitors; 72,000 compounds, 0.99% hits; also: potency is read from the fitted curve at half-maximal effect; % is scaled to controls: 0 for no effect and ±100 for the full control effect; nearly all actives have a fitted effect of over 55% in size
#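 HEK293 cells stably expressing V1b receptor, preincubated 30 min at 37 °C with compound, then stimulated 5 min with 25 nM vasopressin. Phospho-ERK by AlphaScreen SureFire after 5 h RT; normalized to DMSO and vasopressin; AC50 by Hill fit.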
# Pol III holo inh = blocks replication by bacterial DNA polymerase III holoenzyme. Potency, µM (series often up to 57.1 µM), for inactives: at the highest dose activity change, negative = inhibition. 71,000 compounds, 0.25% hits. reconstituted DNA polymerase III holoenzyme replication, biochemical; also: potency is read from the fitted curve at half-maximal effect; % is scaled to controls: 0 for no effect and ±100 for the full control effect
#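 Reconstituted *E. coli* holoenzyme (0.35 nM Pol III, 1 nM beta, 154 nM SSB, 2 nM primase) was preincubated with compound for 15 min at RT. Synthesis on 1.4 nM ssM13Gori ran 35 min, then was stopped with PicoGreen/EDTA and read as dsDNA fluorescence.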
# Luciferase inh = inhibitors of firefly luciferase; P08659; purified firefly luciferase, luminescence, 8 min; Potency, µM (highest dose often 57.1 µM), for the others: top-dose activity change, negative = inhibition, actives largely listed as inhibitors; 72,000 compounds, 2.2% hits; AID 411; also: potency is read from the fitted curve at half-maximal effect; % is scaled to controls: 0 for no effect and ±100 for the full control effect; nearly all actives have a fitted effect of over 40% in size
#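 Firefly luciferase (PKLight detection mix) with 10 uM ATP in pH 7.2 imidazole buffer (KCl, MgCl2, Tween 20, BSA). Compounds tested across a concentration series (qHTS). Luminescence read after 8 min at ambient temperature.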
# Tau filament bind = binders of human tau filaments; recombinant tau filaments, thioflavin S fluorescence, 15 h; filaments grown with octadecylsulfate alongside compound; Potency, µM (titrated, usually from 57.1 µM), inactives show at the top dose activity change, negative = inhibition; 71,000 compounds, 2% hits;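 also: potency is read from the fitted curve at half-maximal effect; % is scaled to controls: 0 for no effect and ±100 for the full control effect; actives lower thioflavin S fluorescence by blocking filaments or displacing dye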
#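 Thioflavine S fluorescence (ex 450, em 510 nm) reports filaments formed from 1 uM human tau plus 30 uM ODS over 15 h at 37 C (10 mM HEPES pH 7.4, 100 mM NaCl, 5 mM DTT); compounds displacing dye or blocking filaments lower signal.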
# Numbers without * were called inactive; i = inactive; ? = inconclusive; . = no result given; [ ] = dose if it differs, or a comment. Unless noted, calls follow the shape of the dose curve; as a rule, active = well fitted curve in the direction sought with a large enough effect; inconclusive = small, poorly fitted or top-dose-only effect, or another doubt; inactive = no such curve, though single readings can be large; an effect the other way counts as inactive or inconclusive. Only part of the results is shown (hit frequency here may not be typical).
SMILES,HADH2 inh,CRE-bla Fsk,TexasRed autofl,HBB splicing,ALOX15 inhib,Rhodamine autofl,Hsp90 Hop PPI,ERK AVP inh,Pol III holo inh,Luciferase inh,Tau filament bind
C=CCn1c(SCC(=O)Nc2ccc(C(=O)OCC)cc2)nnc1-c1sc(N)nc1C,21%,1%,i,-0.6%,-4%,i,-3%,?,-1%,-3%,4%
COCc1cc(=O)n2c(-c3ccccc3OC)n[nH]c2n1,6%,-3%,i,3.0%,-5%,i,-1%,-13%,-5%,-7%,-7%
N#Cc1nc(-c2ccccc2F)oc1NCCc1ccccn1,i,23%,?,-0.3%,1%,i,-8%,-9%,-3%,-38%,31%
CCOc1ccc2nc(C)cc(C(=O)O)c2c1,16µM*,?,i,-3.3%,4%,i,4%,-11%,-5%,2%,8%
O=C(NCc1cccnc1)Nc1cccc(NC(=O)NCc2cccnc2)c1,10%,-2%,i,-0.3%,9%,i,-4%,-7%,-1%,-12%,-11%
CSc1nnnn1-c1ccc(C(=O)OCC(=O)N2CCOCC2)cc1,4%,-7%,i,-2.0%[57.5 µM],8%,i,-2%,-12%,-1%,2%,14%
COc1ccc(CCNC(=O)Cn2cnc3c(cnn3C(C)(C)C)c2=O)cc1OC,4%,?,i,0.5%,1%,i,-12%,-6%,-4%,-8%,-7%
CCCOc1ccc(C2c3c(oc4cc(C)c(C)cc4c3=O)C(=O)N2CCCN(C)C)cc1 (stereo not given),-3%,-8%,.,0.0%,-7%,.,-3%,9%,-1%,3%,?
CCOc1ccc(C(=O)COC(C)=O)cc1,-10%,-1%,.,-0.2%,-1%,.,-2%,3%,0%,-28%,-2%
CCC(=O)Nc1cc2c(cc1C(C)=O)OCCO2,10%,21%,.,-3.2%,6%,.,2%,-20%,-1%,2%,-4%
COC(=O)c1ccc(C(/C=C/[C@@H](C)C(=O)NCc2cc(C)n(C)n2)NC(=O)OCc2ccccc2)cc1 (stereo not given in full),7%,-10%,.,0.7%,-5%,.,-2%,2%,-5%,.,22%
O=S(=O)(c1ccc(F)cc1)N1CCC(N2CCN(c3ccccc3)CC2)CC1,11%,?,i,-0.3%,13%,i,1%,-20%,2%,3%,-9%
COc1cccc(-n2nnnc2SCC(=O)NCCc2ccccc2)c1,4%,-5%,i,.,-1%,i,2%,0%,-1%,3%,-1%
O=c1c2c(nc3nc(CCc4ccccc4)[nH]n13)CCC2,0%,-1%,i,-1.4%,-1%,i,2%,2%,-5%,0%,-13%
Cc1ccc(C2C(C#N)=C(N)Oc3c2oc(CO)cc3=O)o1 (stereo not given),-12%,-5%,i,-0.1%[57.5 µM],-16%,i,-7%,-29%,-15%,-3%,12%
C=CCn1c(N)c(S(=O)(=O)c2cccs2)c2nc3ccccc3nc21,.,?,?,1.1%[57.5 µM],-11%,i,14%,?,-2%,-5%,6%
CCc1noc2c1/C(=N\O)CC(c1ccccc1)C2 (stereo not given),1%,3%,.,-1.2%,-3%,.,-1%,-9%,3%,-3%,5%
COc1cccc(Oc2nc3ncn(Cc4ccccc4)c3c(=O)n2C)c1,9%,4%,?,3.6%,2%,i,-6%,-24%,-8%,1%,8%
O=C(c1ccncc1)N1CCC2(CCN(Cc3cc(C(F)(F)F)cc(C(F)(F)F)c3)CC2)CC1,-3%,1%,i,1.4%,2%,i,-1%,-20%,-6%,3%[11.4 µM],3%
O=C(N1CCCC1)n1c(Cc2ccccc2)nc2ccccc21,8%,?,i,1.2%,4%,i,-4%,?,-1%,2%,0%
COC(=O)c1c(C)cc(OC(C)=O)c(C)c1OC(C)=O,2%,-4%,.,2.3%,2%,.,-2%,-3%,-3%,-1%,-2%
CCc1nc(N2CCCC(C)C2)c2oc3ccccc3c2n1 (stereo not given),?,10µM*,i,0.3%[57.5 µM],-19%,i,10%,9%,-9%,2%,2%
Cc1ccc(Nc2nc(OC(C(F)(F)F)C(F)(F)F)nc(N3CCOCC3)n2)cc1,11%,12%,.,-0.6%,-20%,.,1%,-21%,-2%,0%,7%
N#CCC(=O)Nc1sc2c(c1C(N)=O)CCCC2,-12%,13µM*,.,-0.4%,-5%,.,-1%,.,2%,3%,?
Nn1c(SCC(=O)Nc2ccc(F)cc2)nnc1C1CCCCC1,2%,7%,i,2.8%[0.369 µM],-1%,i,-2%,10%,-2%,4%,-9%

# Additional results
SMILES,HADH2 inh,CRE-bla Fsk,TexasRed autofl,HBB splicing,ALOX15 inhib,Rhodamine autofl,Hsp90 Hop PPI,ERK AVP inh,Pol III holo inh,Luciferase inh,Tau filament bind
O=C(NCc1cccc(Cl)c1)c1ccc2c(c1)OCO2,-5%,-1%,i,-0.4%,1%,i,-1%,4%,1%,-2%,14%
CC(=O)NS(=O)(=O)c1ccc(NC(=O)c2ccccc2F)cc1,4%[11.4 µM],?,.,0.0%[0.0738 µM],0%[11.4 µM],.,-5%[11 µM],-23%,0%[11.4 µM],-2%,1%[11.4 µM]
C[C@H](CCC(=O)O)[C@H]1CC[C@@H]2[C@H]3[C@@H](C[C@@H](O)[C@]21C)[C@]1(C)CC[C@H](O)C[C@@H]1C[C@@H]3O,9%[11.4 µM],4%[7.6 µM],i,1.9%[9.22 µM],14%[11.4 µM],i,0%[11 µM],-5%[11.5 µM],-12%[11.4 µM],1%[11.4 µM],-2%[11.4 µM]
COC(=O)[C@@]1(Cc2ccc(OC)cc2)[C@H]2c3cc(C(=O)N4CCCC4)n(Cc4ccc(S(C)(=O)=O)cc4)c3C[C@H]2CN1C(=O)c1ccccc1,6%,-16%,.,-0.2%,.,.,-3%,-3%,3%,.,4%
c1nc(NCC2(N3CCOCC3)CCCCC2)c2ccsc2n1,15%,12%,i,-0.2%[1.84 µM],13%,i,2%,-4%,-3%,5%,-7%
Cc1cc(O)c(C(C)C)cc1NS(=O)(=O)c1ccccc1,25µM*,2%,i,-0.8%,-10%,i,4%,-9%,0%,1%,-19%
CCOC(=O)c1ccccc1NC(=O)CSc1nnc(COc2ccccc2)n1CC,0%,4%,i,-0.3%[57.5 µM],-3%,i,-1%,-17%,-2%,3%,20%
c1ccc(C2CC(c3cccs3)n3nnnc3N2)cc1 (stereo not given),-13%,-3%,i,-0.2%,0%,i,1%,11%,-2%,2%,-1%
Cc1ccc(-c2nc(CS(=O)CC(=O)NCCN3CCCC3)c(C)o2)cc1 (stereo not given),-3%,-4%,.,0.7%,-11%,.,-4%[2.3 µM],8%,-7%,0%,24%
Cc1cc(NC(=O)CC2CCCC2)n(-c2nc3ccccc3[nH]2)n1,1%,?,i,-3.4%,5%,i,0%,-11%,-3%,0%,16%
COc1ccc2[nH]c(=O)c(CN(Cc3cccs3)Cc3nnnn3C(C)(C)C)cc2c1,-1%,?,?,-0.5%[57.5 µM],-24%,i,-4%,-16%,-5%,0%,9%
CC(C)CC(NS(=O)(=O)c1ccc2c(c1)oc(=O)n2C)C(=O)NC1CCCc2ccccc21 (stereo not given),17%,-4%,.,-0.1%,2%,.,-1%[2.3 µM],1%,2%,4%,302%
CS(=O)(=O)N1CCN(C(=O)Cc2cccs2)CC1,-10%,-4%,i,-0.4%,3%,i,-6%,-17%,6%,0%,-7%
COC(=O)c1cc(COc2ccc3oc(C)c(C(=O)OC)c3c2)c(C)o1,-4%,5µM*,.,-1.3%,-9%,.,22%,-9%,-3%,-1%,24%
CCc1ccc(-c2nnn(CCC(=O)OC)n2)cc1,32%[activator],3%,i,.,1%,i,10%,16%,-6%,-30%,-8%
N[C@@H](Cc1cccnn1)C(=O)O,6%[11.4 µM],3%[7.6 µM],i,0.0%[9.22 µM],1%[11.4 µM],i,-2%[11 µM],-8%[11.5 µM],-3%[11.4 µM],1%[11.4 µM],4%[11.4 µM]
Cc1nn(-c2ccccc2)c2sc(C(=O)OCC(=O)N3CCCCC3)cc12,?,-6%,?,-1.7%,-1%,i,-5%,-15%,-2%,-4%,4%
O=C(c1ccco1)N1CCN(C(c2ccccc2Cl)c2nnnn2Cc2cccs2)CC1 (stereo not given),-5%,?,i,-0.5%,-24%,i,-6%,-17%,-6%,0%,13%
COc1ccc(C(=O)NCC(c2cccnc2)N2CCN(c3ccccc3OC)CC2)cc1OC (stereo not given),-5%,1%,.,1.1%,0%,.,-5%,.,7%,0%,10%

# Source: PubChem
